PostGolgi yeast – growth inhibition of a yeast mutant, post-Golgi transport screen. hit rate 0.9% among 98,000. post-Golgi transport phenotypic cell assay. AID 739. inhibition, % at 10 µM;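 note: yeast cells grown in 1536-well plates; yeast grown about 18 h at 30C before absorbance read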
LYP inh 2 – inhibitors of human LYP (PTPN22) phosphatase; recombinant LYP catalytic domain, DiFMUP fluorescence; inhibition, % at 2 µM; Q9Y2R2; hit rate 0.21% among 96,000;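 active = inhibition at 2 µM at or above a set limit, the screen mean plus 3 SD, cut at about 24% in these data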;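 note: 0% = DMSO with enzyme and 100% = enzyme fully blocked by orthovanadate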
Target sequence (Q9Y2R2 whole entry, looked up, the tested form may be a part): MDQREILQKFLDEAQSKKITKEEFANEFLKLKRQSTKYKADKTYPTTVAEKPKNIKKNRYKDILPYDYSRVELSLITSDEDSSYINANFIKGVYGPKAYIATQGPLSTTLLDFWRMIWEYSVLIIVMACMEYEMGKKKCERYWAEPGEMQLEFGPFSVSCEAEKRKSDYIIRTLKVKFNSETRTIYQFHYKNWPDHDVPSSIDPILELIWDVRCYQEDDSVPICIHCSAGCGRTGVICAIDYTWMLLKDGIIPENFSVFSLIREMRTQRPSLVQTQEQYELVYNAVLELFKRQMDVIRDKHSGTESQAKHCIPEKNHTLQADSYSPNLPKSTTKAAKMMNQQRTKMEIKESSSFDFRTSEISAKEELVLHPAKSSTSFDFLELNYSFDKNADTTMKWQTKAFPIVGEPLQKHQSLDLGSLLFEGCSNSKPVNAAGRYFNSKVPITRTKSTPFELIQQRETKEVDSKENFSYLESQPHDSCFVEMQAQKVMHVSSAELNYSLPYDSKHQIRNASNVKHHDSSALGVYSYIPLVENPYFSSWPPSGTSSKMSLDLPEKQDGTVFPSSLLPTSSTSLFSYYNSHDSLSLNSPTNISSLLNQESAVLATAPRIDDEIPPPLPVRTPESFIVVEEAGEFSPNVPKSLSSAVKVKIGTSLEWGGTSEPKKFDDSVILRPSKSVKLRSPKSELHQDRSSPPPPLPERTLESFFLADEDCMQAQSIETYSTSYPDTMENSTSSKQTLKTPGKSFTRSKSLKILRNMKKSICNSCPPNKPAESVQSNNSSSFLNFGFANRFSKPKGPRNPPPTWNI
PTPN22 act – activators of human LYP (PTPN22) phosphatase. recombinant LYP, DiFMUP fluorescence; 0 = plate median, 100 = signal doubled. activation, % at 2 µM. hit rate 0.11% among 96,000. AID 697;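 active = activation at 2 µM above a set limit, the mean plus 5 SD, cut at about 37% in these data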
PTK2B oligo ant – blocks oligomerization of human Pyk2 in cells; Q14289; Q293 cells, Pyk2 FERM NanoBiT luminescence; stronger effect = lower value; z-score (the deposit names both 25 µM and 10 µM); hit rate 0.83% among 99,000; AID 1347419;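 active = Z-score of -3 or lower, scaled per plate to the spread of control and sample wells; inactive = z-score above -3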;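 note: negative z-score means lost luminescence so less FERM oligomerization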
CYP2C9 inh – blocks human cytochrome P450 2C9; AID 777; hit rate 20% among 96,000; inhibition, % at 5 µM; CYP2C9 Supersomes, luciferin-H conversion, luminescence;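 active = blocking of liver enzyme CYP2C9 beyond about 50% at 5 µM, limit read from the data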; note: values of inactives mirror those of a sister screen read the other way
CYP2C9 activ – activators of human CYP2C9 | P11712 | recombinant CYP2C9, luciferin-H conversion, luminescence; stronger effect = higher value; factor 1 = untreated enzyme, 0 = blocked | activation factor at 5 µM | hit rate 1.4% among 96,000 | AID 1024;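 active = activation factor of 2 or more for CYP2C9 at a 5 µM dose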;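 note: 0 = sulfaphenazole-blocked wells and 1 = vehicle-only wells; values of inactives mirror those of a sister screen read the other way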
PostGolgi ctrl – yeast control strain growth, post-Golgi counter-screen; inhibition, % at 10 µM; hit rate 5% among 98,000; efflux-deficient yeast background strain, growth absorbance A615, 16 h; AID 738
E coli WT exp – growth inhibitors of E. coli BW25113 wild type. hit rate 0.15% among 98,000. growth inhibition, % at 100 µM. AID 710. OD600 absorbance;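 active = growth inhibition above about 50% at one test dose, limit read from the data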;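 note: growth measured after 20 h incubation at 37 °C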
DAT uptake mod – modulates human dopamine transporter uptake under cocaine. B-score at 10 µM. hit rate 1.3% among 110,000. Q01959. LLC-PK1 hDAT cells, [14C]-dopamine uptake with cocaine IC80; actives deviate in either direction;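 active = Z score or B-score, a plate-position-corrected score, falls beyond the plate's 99.7% confidence bounds, in either direction; inactive = both scores lie inside the 99.7% bounds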;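 note: scored against the spread of the other compound wells on the same plate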
* = called active by the depositor; nt = no result given. Cut-off read from the data, not from the text of the source, unless noted: active = inhibition above about 30%; inactive = the rest. The order is random, and some 24% of all compounds hit somewhere here.

SMILES | PostGolgi yeast | LYP inh 2 | PTPN22 act | PTK2B oligo ant | CYP2C9 inh | CYP2C9 activ | PostGolgi ctrl | E coli WT exp | DAT uptake mod
c1ccc(-c2cnc(CSc3nnc4ccccn34)o2)cc1 | 1 | nt | nt | -0.01 | 31 | 0.7 | 13 | 7 | -0.78
COc1ccc(C(=O)/C=C(\C)NCc2ccc3c(c2)OCO3)cc1 | 2 | -2 | 4 | -0.34 | 26 | 0.7 | 12 | -4 | 1.3
CC(C)CC(=O)Nc1ccc2oc(-c3cccnc3)nc2c1 | -12 | 1 | 0 | -0.24 | 7 | 0.9 | 3 | 10 | 1.3
CCOc1ccccc1NC(=O)CSc1nnc(Cn2c(=O)sc3ccccc32)n1C | 3 | nt | nt | nt | nt | nt | 4 | 1 | 0.83
COc1cccc(N2C(=O)CC(N3CCN(S(=O)(=O)c4ccccc4)CC3)C2=O)c1 (centres undefined) | 8 | -16 | 14 | 0.27 | 6 | 0.9 | 6 | 5 | -0.41
COc1ccc(N(CC(=O)NC2CCCC2)S(=O)(=O)c2c(C)[nH]c(=O)[nH]c2=O)cc1 | -10 | -1 | 0 | nt | 43 | 0.6 | 11 | 4 | -0.09
O=C(NCC1CCCCC1)c1ccco1 | 1 | 14 | -10 | -0.58 | 30 | 0.7 | 7 | 6 | -0.16
O=C(NCCc1ccccc1F)C1CCCN1S(=O)(=O)c1ccccc1 (centres undefined) | -5 | 6 | -8 | 0.76 | 26 | 0.7 | -2 | 6 | -0.4
CCS(=O)(=O)N1CCC(C(=O)NC2CCCCCCC2)CC1 | 7 | 12 | -8 | -0.9 | -2 | 1 | 9 | 0 | 0.26
O=[N+]([O-])c1cccc(CN(CCO)Cc2ccccc2)c1 | -1 | 0 | 3 | 0.4 | 36 | 0.6 | 7 | 9 | -0.47
O=C(COc1ccc(Cl)cc1Cl)OCn1nnc2ccccc2c1=O | 10 | 4 | -1 | 1.4 | -1 | 1 | -3 | 0 | -1.5
COC(=O)CCN(C(=O)C12CC3CC(CC(C3)C1)C2)c1ccccn1 | 17 | 10 | -10 | 0.7 | 16 | 0.8 | 1 | -3 | 0.088
COc1ccc(-c2csc(NCc3ccco3)n2)cc1 | 1 | nt | nt | 0.26 | 11 | 0.9 | -9 | -3 | 0.7
CCCn1c(N2CCN(C(=O)N3CCCCC3)CC2)nc2ccccc21 | 2 | -5 | 3 | 0.75 | -44 | 1.4 | 6 | 0 | -0.31
Cc1cccc(NC2=C(Cl)C(=O)OC2NC(=O)c2ccccc2)c1 (centres undefined) | -3 | -4 | 7 | 0.51 | 54* | 0.5 | 2 | -2 | -0.49
O=C(Nc1ccccc1)C12CC3CC(C1)CC(n1cnc([N+](=O)[O-])n1)(C3)C2 | 2 | 1 | 3 | 0.73 | 8 | 0.9 | -2 | 11 | 0.42
COC(=O)c1ccc(N2CCN(S(=O)(=O)c3ccc(Br)cc3)CC2)c([N+](=O)[O-])c1 | -7 | nt | nt | -0.37 | 39 | 0.6 | 13 | -6 | -0.21
COc1cnc(SCC(=O)O)[nH]c1=O | -4 | -6 | 10 | 1.3 | -6 | 1.1 | -1 | 2 | -0.36
CN1C(=O)c2c(sc3c2CC(C)(C)SC3)N2CCN=C12 | nt | nt | nt | -0.41 | -12 | 1.1 | nt | nt | 0.98
Cc1nn(Cc2c(F)c(F)c(F)c(F)c2F)c(C)c1NC(=O)c1cccc(COc2ccc(Cl)cc2)c1 | 2 | 2 | 0 | 0.08 | 13 | 0.9 | 5 | -8 | -0.45
COC(=O)C1=C(C)OC(N)=C(C#N)C1c1ccco1 (centres undefined) | nt | -36 | 32 | 0.55 | nt | nt | nt | nt | -1.5
N#Cc1cn(CC(=O)O)c2ccccc12 | -8 | -9 | 8 | -0.32 | -4 | 1 | -6 | -1 | nt
CCOC(=O)Cn1c(CN2CCOCC2)nc2c1c(=O)n(C)c(=O)n2C | 1 | nt | nt | nt | -17 | 1.2 | -7 | -3 | 1.3
O=C(CSc1nc(-c2ccccc2)cc(C(F)(F)F)n1)NCc1ccco1 | -1 | 3 | -6 | -0.99 | 26 | 0.7 | 5 | 5 | -0.26
COC(=O)C1=C(C)N(CCc2ccc(OC)c(OC)c2)C(=O)/C1=C\N(C)C | -1 | 4 | -2 | 0.54 | 3 | 1 | -2 | -8 | 1.2
SMILES | PostGolgi yeast | LYP inh 2 | PTPN22 act | PTK2B oligo ant | CYP2C9 inh | CYP2C9 activ | PostGolgi ctrl | E coli WT exp | DAT uptake mod
O=C(O)Cc1ccccc1C(=O)O | -2 | -2 | 6 | 0.6 | -9 | 1.1 | 19 | 1 | 0.55
CSc1nc(C)cc(OCC#N)n1 | 1 | 1 | 2 | 1.4 | -23 | 1.2 | -11 | -5 | -1
O=C1CC(Cc2ccccc2)C(=O)N1c1ccc(Cl)cn1 (centres undefined) | 0 | nt | nt | 0.39 | 20 | 0.8 | 3 | 10 | -0.57
CN(C)c1ccc(N2C(=O)CC(Nc3ccc(N4CCOCC4)cc3)C2=O)cc1 (centres undefined) | nt | 0 | -2 | -0.08 | nt | nt | nt | nt | -0.54
COc1cc(NC(=O)NS(=O)(=O)c2ccc(C)cc2)cc(OC)c1 | 7 | -10 | 10 | 0.51 | 24 | 0.8 | 3 | 3 | -0.25
O=C(O)CCc1ccc(-c2ccccc2)o1 | -2 | 2 | -5 | 0.49 | 6 | 0.9 | -3 | -9 | -0.65
CC(C)CC1C(C#N)=C(N)Oc2n[nH]c(-c3cccs3)c21 (centres undefined) | -4 | 3 | -3 | -0.65 | 22 | 0.8 | 9 | 8 | -1.2
Cc1ccc(S(=O)(=O)N(c2nc(N(C)C)nc(N(C)C)n2)n2cnnc2)cc1 | 11 | nt | nt | -0.56 | 54* | 0.5 | 9 | -6 | -0.46
Cc1cc(-n2nc(C)cc2C)n2ncc(-c3ccccc3)c2n1 | -8 | 1 | -2 | -1.6 | 10 | 0.9 | 6 | -6 | -1.4
CCCc1sc(N/N=C/c2ccccn2)nc1-c1ccc(F)cc1 | nt | 4 | -2 | -0.44 | nt | nt | nt | nt | -0.09
COc1cc(/C=C(/C(=O)c2cccs2)c2nc3ccccc3[nH]2)ccc1O | 2 | -2 | 4 | -0.85 | 55* | 0.5 | 6 | -6 | -0.85
CCc1cc(=O)oc2c(C)c(OS(C)(=O)=O)ccc12 | nt | -17 | 15 | 1.2 | nt | nt | nt | nt | -0.027
COc1ccc(C=NCCCN2CCOCC2)cc1 | 5 | 10 | -6 | -0.09 | nt | nt | 20 | 4 | -0.42
N#Cc1c2ncn(CC(=O)c3ccc(Br)cc3)c(=O)c2c2n1CCC2 | -2 | -17 | 15 | -0.4 | -12 | 1.1 | 0 | -8 | -0.24
CN(C)C(CNC(=O)CSc1nnc(-c2ccco2)o1)c1ccccc1 (centres undefined) | 1 | 7 | -9 | -0.58 | nt | nt | 1 | 13 | -0.48
COc1ccc(-c2cc(C(F)(F)F)nc(NCc3cccnc3)n2)cc1 | 10 | -5 | 2 | -3.5* | 55* | 0.4 | 27 | 9 | -0.41
Cc1cc(C(=O)CSc2nc3ccccc3o2)c(C)n1C1CC1 | 3 | -1 | 0 | 0.18 | -12 | 1.1 | 23 | -6 | -0.99
O=C(C(Cc1ccccc1)n1cccc1)N1CCCCCC1 (centres undefined) | 5 | 12 | -12 | nt | 37 | 0.6 | 14 | 0 | 0.0081
O=C(Nc1ccc2c(c1)OCO2)c1cccs1 | 13 | -3 | 3 | 1 | 26 | 0.7 | -8 | 8 | 1.4
O=C(NCCN1CCOCC1)c1cc2c(=O)n3ccccc3nc2n1Cc1ccccc1 | -12 | 7 | -8 | 1.1 | 44 | 0.6 | 2 | -1 | 1.1
Cc1ccc(C(=O)Cn2nnc3ccccc32)cc1 | -2 | 1 | 2 | -0.25 | 19 | 0.8 | 4 | 10 | -0.36
Cc1nc(NC(=O)c2ccc(F)cc2)nc2cc3c(cc12)OCO3 | 0 | 6 | -5 | 0.22 | -6 | 1.1 | -1 | -3 | 0.56
CCC1(C)NC(=O)N(CC(=O)Nc2sc3c(c2C(N)=O)CCC3)C1=O (centres undefined) | -10 | nt | nt | -0.07 | 49 | 0.5 | -10 | -1 | 0.067
CCOc1ccc2[nH]c(=O)c(CN(Cc3nnnn3Cc3ccccc3)CC3CCCO3)cc2c1 (centres undefined) | 5 | 3 | 0 | -0.8 | 13 | 0.9 | 0 | -1 | 0.14
Cc1cccc(NC(=O)Cn2cc(C(=O)c3ccco3)c3ccccc32)c1 | -5 | -10 | 12 | -1.3 | 27 | 0.7 | 11 | 0 | -0.91
SMILES | PostGolgi yeast | LYP inh 2 | PTPN22 act | PTK2B oligo ant | CYP2C9 inh | CYP2C9 activ | PostGolgi ctrl | E coli WT exp | DAT uptake mod
Cc1ccc(S(=O)(=O)N2CCCC2C(=O)NC2=NCCS2)cc1 (centres undefined) | -3 | 0 | -2 | -0.51 | -18 | 1.2 | 4 | 2 | -0.82
COc1nc(N/N=C/c2ccccc2F)nc(N2CCCCC2)n1 | 17 | 7 | -2 | -1.1 | 2 | 1 | 0 | -5 | 0.074
CC(C)Oc1cccc(C(=O)Nc2ccc(N3CCN(S(C)(=O)=O)CC3)cc2)c1 | 2 | -4 | 3 | 1.9 | 7 | 0.9 | 8 | -4 | -0.5
Cc1ccc(S(=O)(=O)/C(C#N)=C/c2c(N3CCN(C)CC3)nc3c(C)cccn3c2=O)cc1 | 1 | 0 | -2 | -0.88 | 85* | 0.2 | 6 | -2 | 0.45
O=P(Cc1ccccn1)(c1ccccc1)c1ccccc1 | 8 | 8 | -4 | 1.7 | 6 | 0.9 | -5 | 3 | -1.1
CCOC(=O)COc1ccc(C(=O)NC2CCCCC2)cc1 | -5 | -6 | 3 | -0.28 | -202 | 3* | 6 | 2 | -0.13
C=CCNC(=S)NNC(=O)CCC(O)CCCCC (centres undefined) | -5 | 0 | -1 | -0.14 | 43 | 0.6 | -2 | -1 | -1
CCCCSc1nnc2[nH]c(=O)cc(N)n12 | -1 | -9 | 11 | 0.33 | 2 | 1 | 8 | 18 | -0.58
COCCCNC(=O)C1CCC(=O)N1Cc1ccccc1Cl (centres undefined) | 1 | 3 | -4 | 1.2 | 9 | 0.9 | 6 | 1 | -0.3
COCCCNC(=O)CCNS(=O)(=O)c1ccc(C)cc1 | 0 | -5 | 4 | 0.21 | -7 | 1.1 | -11 | -3 | -0.48
Cc1ccc(N2C(=O)C(O)(C(F)(F)F)C3=C2CC(C)(C)CC3=O)cc1C (centres undefined) | 0 | 8 | -5 | -0.34 | 11 | 0.9 | -7 | -1 | -0.35
COc1ccc(C(=O)N2CCN(C(=O)Cc3ccccc3)CC2)cc1OC | 0 | -5 | 4 | 0.7 | 0 | 1 | 47* | -5 | 0.038
COC(=O)Nc1sc2c(c1C(=O)NCc1ccco1)CCCC2 | -4 | -4 | 0 | 0.42 | 4 | 1 | 2 | -1 | -1.5
CC1=C(C(=O)OC(C)C)C(c2ccc(Br)s2)NC(=O)N1C (centres undefined) | 1 | 2 | -5 | -0.08 | 88* | 0.1 | -2 | 4 | 0.88
COC(=O)C1=CNC=C(C(=O)OC)C1c1cccc(OC)c1 | 22 | -6 | 5 | -2.1 | 79* | 0.2 | 1 | 6 | 1
Cc1cc(C)c(C)c(OCC(=O)O/N=C(\N)c2ccccn2)c1 | -8 | 11 | -9 | -0.44 | -10 | 1.1 | 13 | 6 | -0.067
CCOC(=O)C1C(=O)C=C(c2ccc([N+](=O)[O-])cc2)CC1c1ccccc1 (centres undefined) | 23 | 4 | -5 | -0.99 | 75* | 0.3 | 38* | -5 | 0.71

A draw from above in order of SMILES length, lowest first.
SMILES | PostGolgi yeast | LYP inh 2 | PTPN22 act | PTK2B oligo ant | CYP2C9 inh | CYP2C9 activ | PostGolgi ctrl | E coli WT exp | DAT uptake mod
CCCCSc1nnc2[nH]c(=O)cc(N)n12 | -1 | -9 | 11 | 0.33 | 2 | 1 | 8 | 18 | -0.58
COCCCNC(=O)CCNS(=O)(=O)c1ccc(C)cc1 | 0 | -5 | 4 | 0.21 | -7 | 1.1 | -11 | -3 | -0.48
CC(C)Oc1cccc(C(=O)Nc2ccc(N3CCN(S(C)(=O)=O)CC3)cc2)c1 | 2 | -4 | 3 | 1.9 | 7 | 0.9 | 8 | -4 | -0.5

Source: PubChem (several laboratories)
